# CBFb-RUNX1 inh – CBF-beta/RUNX1 interaction disruption; Q01196+Q13951; AlphaScreen CBFb-His/RUNX1-biotin binding, biochemical; Potency, µM (titrated, usually from 59.8 µM), inactives show top-dose activity, negative = inhibition, usual class: inhibitors; 230,000 tested, under 10 active; note: % of control where 0% means no effect
# Target sequence (Q01196 whole entry, looked up): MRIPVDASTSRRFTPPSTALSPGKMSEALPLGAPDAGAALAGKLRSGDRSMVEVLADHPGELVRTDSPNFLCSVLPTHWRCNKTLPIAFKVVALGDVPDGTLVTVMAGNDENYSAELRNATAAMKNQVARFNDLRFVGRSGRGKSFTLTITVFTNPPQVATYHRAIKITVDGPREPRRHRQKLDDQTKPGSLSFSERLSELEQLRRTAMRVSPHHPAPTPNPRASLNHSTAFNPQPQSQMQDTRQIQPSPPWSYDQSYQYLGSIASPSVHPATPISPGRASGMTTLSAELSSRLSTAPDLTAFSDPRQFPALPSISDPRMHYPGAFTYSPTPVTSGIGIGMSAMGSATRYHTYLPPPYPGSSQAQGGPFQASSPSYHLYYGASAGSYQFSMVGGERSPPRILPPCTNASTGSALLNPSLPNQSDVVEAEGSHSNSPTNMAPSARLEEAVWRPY
# Target sequence (Q13951 whole entry, looked up): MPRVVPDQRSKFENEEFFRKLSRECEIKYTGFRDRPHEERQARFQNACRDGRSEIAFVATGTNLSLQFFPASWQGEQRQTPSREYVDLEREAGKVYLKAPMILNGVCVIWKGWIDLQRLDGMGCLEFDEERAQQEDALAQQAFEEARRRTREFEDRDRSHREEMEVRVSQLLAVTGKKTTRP
#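 Compounds were screened at multiple concentrations against a preformed CBF-beta(His)/RUNX1(biotin) complex (30 nM of each) for 15 min at room temperature, followed by 90 min with nickel and streptavidin beads and AlphaScreen reading.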
# IMPase Li cell – membrane-permeable IMPase blocker, potentiated with lithium. CHO-M1 cells, IP1 TR-FRET (IP-One), carbachol + lithium. Potency, µM (series often up to 59.4 µM), without a hit: at the highest dose activity, negative = IMPase inhibition, usual class: inhibitors. 210,000 compounds, 0.35% hits. AID 1457;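 note: IP1 builds up when IMPase is blocked and the TR-FRET signal falls; potency is the fitted concentration of half-maximal effect; plate controls were basal vehicle for no effect and high inhibitor control for full effect; nearly all actives have a fitted effect of over 50% in size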
#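 Lithium-sensitised IP1 accumulation assay; M1-expressing CHO cells treated 30 min at 37C with compound. Competitive antibody detection by time-resolved FRET followed a 10 min room-temperature lysis step.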
# NPSR antagonist – blocks cAMP signaling of the human neuropeptide S receptor; CHO-NPSR cells, cAMP TR-FRET, antagonist mode; Potency, µM (titrated, usually from 38.3 µM), inactives show at the top dose activity change, negative = inhibition, usual class: inhibitors; 220,000 compounds, 1% hits; AID 1461; note: potency is the fitted concentration of half-maximal effect; % is set by controls: 0 for no effect and ±100 for the full control effect; nearly all actives have a fitted effect of over 50% in size; many of its hits are not listed in these tables
# Epigenetic reg – regulators of epigenetic silencing causing reporter derepression in mouse cells; murine LDR cells, GFP reporter derepression, 30 h; 280,000 compounds, 0.2% hits; AID 1865; Potency, µM (titrated, usually from 53.9 µM), for inactives: at the highest dose GFP activation, usual class: activators; note: potency is the fitted concentration of half-maximal effect; % of control where 0% means no effect; nearly all actives have a fitted effect of over 60% in size
#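 Murine LDR cells carrying a silenced, genomically integrated CMV-driven GFP reporter were exposed to compound for 30 hours at 37 C. After PBS washes, GFP-positive cells (20–120 um objects) were counted by laser-scanning microplate cytometry.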
# LMNA splice mod – modulators of lamin A splicing; Potency, µM (doses to about 46.1 µM), for inactives: top-dose ratio change, negative = inhibition, usual class: inhibitors; 200,000 compounds, 0.01% hits; HeLa LMNA splicing GFP/RFP minigene ratio, 48 h; active = well fitted inhibition curve with a large enough effect in the signal ratio, with a control signal flat, not every such curve was filed as active; inconclusive = small, poorly fitted or top-dose-only effect, or effect the other way, or a change in a side signal; the % refers to the signal ratio; note: potency is the fitted concentration of half-maximal effect; % is set by controls: 0 for no effect and ±100 for the full control effect
#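 Read-out is the ratio of GFP to DsRed2 object intensity, acquired by 488 nm laser-scanning cytometry on HeLa lamin A-EGFP minigene reporter cells. Compound incubation 48 hrs at 37 °C in Opti-MEM with 2% FBS; DMSO 0.5% final.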
# KinaseGlo FLuc – blocks Kinase-Glo luciferase, a counter-screen artifact | Q27757 | Kinase-Glo luciferase, ATP luminescence, 8 min | Potency, µM (titrated, usually from 38.3 µM), without a hit: at the highest dose activity change, negative = inhibition, most hits filed as inhibitors | 200,000 compounds, 0.28% hits | AID 1379; note: potency is the fitted concentration of half-maximal effect; % is set by controls: 0 for no effect and ±100 for the full control effect; nearly all actives have a fitted effect of over 60% in size
#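 Luminescence was the read-out, taken after 8-minute incubation at ambient temperature. Luciferase turned over luciferin with 10 uM ATP in imidazole pH 7.2 buffer containing KCl, MgCl2, Tween 20 and BSA.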
# aGal spleen mod – inhibitors or activators of human alpha-galactosidase in spleen homogenate; P06280; human spleen homogenate, 4MU-alpha-Gal fluorescence, 40 min; Potency, µM (doses to about 80 µM), for the others: top-dose activity change, negative = inhibition, most hits filed as inhibitors; 240,000 compounds, 0.008% hits;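 note: potency is the fitted concentration of half-maximal effect; 0% = enzyme with vehicle and -100% = no enzyme basal signal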
# Target sequence (P06280 32-429 limits assumed): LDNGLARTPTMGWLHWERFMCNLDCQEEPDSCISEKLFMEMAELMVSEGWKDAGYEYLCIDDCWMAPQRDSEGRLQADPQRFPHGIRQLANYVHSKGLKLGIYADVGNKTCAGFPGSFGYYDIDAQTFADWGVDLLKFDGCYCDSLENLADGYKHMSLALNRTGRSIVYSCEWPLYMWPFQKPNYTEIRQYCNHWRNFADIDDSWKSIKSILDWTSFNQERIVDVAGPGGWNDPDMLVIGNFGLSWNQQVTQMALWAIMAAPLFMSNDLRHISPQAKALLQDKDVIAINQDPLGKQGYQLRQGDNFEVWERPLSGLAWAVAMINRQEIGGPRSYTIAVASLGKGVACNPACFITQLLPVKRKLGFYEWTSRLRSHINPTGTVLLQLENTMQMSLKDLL
#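 qHTS titration in buffer at pH 5.0. Alpha-galactosidase activity in spleen homogenate was measured via 4-methylumbelliferone release from 1 mM fluorogenic substrate after 40 min at 37C and a pH 10 stop. AC50 came from Hill fits of control-normalized data.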
# Numbers without * were called inactive; ? = inconclusive; . = not tested or not shown; & = joins results of further samples; ! = not confirmed by another sample; [ ] = another dose, or the depositor's remark. Unless noted, calls come from the whole dose curve; as a rule, active = well fitted curve in the direction sought with a large enough effect; inconclusive = small, poorly fitted or top-dose-only effect, or another doubt; inactive = no such curve, though single readings can be large; an effect the other way counts as inactive or inconclusive. This is a subset; count on the stated rates, not on these rows.
# Second line of a record – KinaseGlo FLuc	aGal spleen mod	IMPase Li cell	NPSR antagonist	Epigenetic reg	LMNA splice mod	CBFb-RUNX1 inh
- O=C(CSc1nc2ccsc2c(=O)n1Cc1ccc(C(=O)O)cc1)NCC1CCCO1 (configuration not stated)
→ -0.3%	-1.9%	0.5%	7.7%	-1.0%	-5.0%	-11.2%
- C=CCn1c(CSCc2ccc(Cl)cc2)nnc1SCC(=O)NCc1ccccc1
→ -2.0%	0.2%	44.5%[activator][38.3 µM]	?	0.7%	8.1%	-0.6%
- Cc1c(C(=O)NCC2CCCO2)oc2ccc3c(c12)C(=O)CC(C)(C)O3 (configuration not stated)
→ -1.5%	21.0%	.	-11.1%[46.1 µM]	-1.8%	-2.3%	-2.9%
- CCCn1c2c(c(=N)c3c1CCC3)CCC2
→ .	-5.5%	.	7.9%	-4.1%	.	11.2%
- O=C(CN1CCN(c2ccc(Cl)cc2)CC1)c1ccc2c(c1)OCO2
→ -0.6%	5.2%	1.0%[38.3 µM]	-10.5%[46.1 µM]	-0.8%	3.1%	-3.1%
- Nc1ccc(NC(=O)NC2CCCCC2)cc1[N+](=O)[O-]
→ -2.6%	6.1%	11.3%	15.0%	?	.	-12.6%
- CC1CCCC(NC(=O)CCNS(=O)(=O)c2ccc(Br)cc2)C1C (configuration not stated)
→ -2.0%	-5.5%	3.1%	-4.6%	1.1%	.	6.9%
- Cc1cc(C)n2c(Nc3ccc4c(c3)OCCO4)c(-c3ccccc3)nc2n1
→ -4.0%	-9.2%	3.2%[38.3 µM]	-21.3%[46.1 µM]	0.5%&-1.0%	?	-17.8%
- Cc1sc(-n2c(C)cc(/C=N/n3cnnc3)c2C)c(C#N)c1C
→ .	3.7%	.	?	-8.6%	?	-11.4%
- Cc1ccc(Oc2cc(C)nc(-c3ccccc3O)n2)cc1
→ 2.2%	19.2%	1.3%[38.3 µM]	?	-4.1%	?	-9.2%
- C=CCNC(=S)Nc1ccc(Cl)cc1F
→ -1.2%	3.4%	4.0%	2.4%	-1.1%	?	5.6%
- CCCOc1cccc(-c2cc(C(=O)NN)c3ccccc3n2)c1
→ -5.5%	0.8%	-4.3%	7.9%	-0.2%	?	-5.5%
- CN(C)C(=O)CSc1nc2ccccc2n1CC(=O)N1CCN(c2ccccc2)CC1
→ 3.0%	-3.3%	-7.4%[38.3 µM]	-11.5%[46.1 µM]	-2.1%	-4.5%	-4.0%
- COc1cc(OC)c(OC)cc1/C=N/NC(=O)CCc1c(C)n[nH]c1C
→ .	4.0%	.	-1.4%	0.1%	.	3.6%
- Cc1c(C(=O)N2CCCCC2)sc(NC(=O)C(C)C)c1C#N
→ 2.6%	-2.8%	2.1%[38.3 µM]	2.7%[46.1 µM]	-2.7%	0.0%	-4.3%
- CN(C)CCCN(C(=O)c1ccc2c(c1)CCCC2)c1nc2ccc(F)cc2s1
→ 2.2%	0.8%	16.4%	-48.0%	0.0%	?	-7.2%
- CSC1=C(C#N)C(c2cccc(Br)c2)CC(=O)N1 (configuration not stated)
→ -0.2%	-10.1%	8.3%	-3.4%[46.1 µM]	-1.0%	-6.1%	2.4%
- COc1cccc(OC)c1C(=O)Nc1cccc(C(C)=O)c1
→ 3.7%	-5.0%	6.4%	5.2%	-1.0%	-5.5%	3.7%
- Cc1cc(C)n(-c2nnc(NC34CC5CC(CC(C5)C3)C4)nn2)n1
→ -1.7%	2.8%	0.9%	-31.6%	1.0%	?	?
- NS(=O)(=O)c1ccc(CNS(=O)(=O)c2cccc3nonc23)cc1
→ .	0.5%	.	4.3%	-1.0%	.	2.9%
- COc1ccc(C2(C(=O)NCc3ccccc3Cl)CCOCC2)cc1OC
→ 3.2%	-7.9%	4.0%	-0.3%	-4.2%	?	0.4%
- CCCCN(C)C1=CC2=CC(=C(C#N)C#N)CCC2CC1 (configuration not stated)
→ -0.8%	3.4%	21.8%	-34.1%	?	?	19.0%
- CC(=O)NC1C(=O)N(CCc2ccccc2)c2ccccc21 (configuration not stated)
→ -2.6%	6.7%	2.0%[38.3 µM]	-6.9%[46.1 µM]	-1.1%	2.5%	-3.4%
- CN(C)C(=O)c1ccc(NC(=O)c2cccnc2)cc1
→ ?	-18.5%	30.8%[activator][38.3 µM]	-4.6%[46.1 µM]	-10.1%	-5.6%	6.9%
- CCOc1ccc(C(=O)NC2CCN(C(=O)Nc3ccccc3OC)CC2)cc1
→ -4.9%	-1.4%	8.7%	-1.4%[46.1 µM]	1.2%	-2.5%	-3.4%
- CC(C)c1ccccc1NC(=O)c1ccccc1NC(=O)C1CCCCC1
→ -2.6%	5.8%	2.8%	-42.5%	1.5%	?	12.4%
- O=C(C1CCN(CC2CCCCC2)CC1)N1CCCC1
→ 6.2%	6.6%	6.5%	7.0%[46.1 µM]	-2.0%	-1.6%	-3.4%
- CCN(CC)S(=O)(=O)c1ccc(C(=O)NCCN2C(=O)S/C(=C\c3cccnc3)C2=O)cc1
→ -2.5%	3.4%	12.3%	-25.1%	7.8%	?	-17.5%
- CCOC(=O)c1c2c([nH]c(=S)c1C#N)CCCC2
→ .	6.4%	.	12.1%	0.1%	.	-10.2%
- Cn1c(=O)c2c(SCC(=O)N3CCOCC3)nc(C3CCCCC3)nc2n(C)c1=O
→ -0.9%	-3.3%	7.8%	-42.7%	7.5%	.	6.2%
- COC(=O)COc1ccc(S(=O)(=O)NCCC2=CCCCC2)cc1Cl
→ 2.7%	1.8%	29.5%[38.3 µM]	-5.1%[46.1 µM]	0.7%	0.0%	5.9%
- O=C(Nc1ccccc1)C1=C[C@H](c2csc3ccccc23)C[C@H](OCCCCO)O1
→ .	4.9%	2.5%	?	-0.7%	.	-4.2%
- Cc1ccc(C(=O)NNC(=O)CSc2nc(N)cc(N)n2)cc1
→ 0.2%	2.9%	0.4%	14.6%	1.9%	-1.0%	0.5%
- COC(=O)c1ccc2c(=O)n(-c3ccc(OC)cc3)c(=S)[nH]c2c1
→ 1.9%	-6.5%	0.1%	-21.0%	-2.2%	.	3.6%
- COc1cc2[nH]c(=S)n(NC(=O)CC(C)C)c(=O)c2cc1OC
→ 3.7%	0.8%	3.8%[38.3 µM]	-5.2%[46.1 µM]	-0.2%	-4.6%	2.3%
- N#CCCN(CC#Cc1ccccc1)OCc1ccccc1
→ .	10.3%[17.5 µM]	.	.	1.1%[10.1 µM]	.	-11.3%[13.1 µM]
- O=C(O)CCc1nn2c3ccccc3nc2n(-c2ccccc2)c1=O
→ -2.5%	6.7%	-13.1%[38.3 µM]	-5.7%[46.1 µM]	-1.1%	13.3%	3.7%
- O=C(NC1CCCCC1)C1CCN(S(=O)(=O)c2cccc3nsnc23)CC1
→ -3.5%	4.8%	-15.3%[38.3 µM]	3.3%[46.1 µM]	-2.3%	12.5%	-2.1%
- COc1ccc(N(CC(=O)NN=C2CCCC2)S(=O)(=O)c2ccccc2)cc1
→ -1.2%	-1.4%	1.3%[38.3 µM]	-8.6%[46.1 µM]	-1.4%	19.6%	-3.1%
- CCCCNS(=O)(=O)c1ccc(NC(=O)Cc2ccc(OC)cc2)cc1
→ -0.9%	-0.9%	2.2%	-4.3%	-0.4%	?	7.3%
- Nc1n[nH]c(CCCO)n1
→ 1.7%	0.7%	-5.7%	12.1%	-3.2%	-14.5%	8.4%
- CC(C)[N+](C)(C)CC(O)CN(c1ccccc1)c1ccccc1 (configuration not stated)
→ -1.4%	-1.4%	3.0%	-4.2%	-1.1%	-16.3%[46 µM]	6.0%
- CCCCOc1ccc(C2CCC(C(C)=O)C(C)C2)cc1 (configuration not stated)
→ .	-3.8%	.	-8.6%	2.4%	.	23.1%
- Cc1csc(NC(=O)CSc2nnc(C)s2)n1
→ -0.9%	?	6.6%[38.3 µM]	15.9%[7.67 µM]	-2.8%	-0.6%	5.7%
- Cc1ccc(NC(=O)CCSCCc2ccccn2)cc1
→ .	6.2%	-5.7%	-2.3%	-0.3%&-1.1%	4.9%[46 µM]	0.7%
- CCN(CC)CCN(Cc1cc2ccc(C)cc2[nH]c1=O)C(=O)Nc1ccc(Cl)cc1
→ -0.6%	7.7%	9.2%	28.6%	?	.	2.4%
- O=c1c(O)c(-c2ccc(O)c(O)c2)oc2cc(O)ccc12
→ 1.2%&-0.8%	1.6%&8.9%	11.2µM*!	.	1.0%&-1.7%	?	7.1%[21.7 µM]
- O=C(COC(=O)c1cc([N+](=O)[O-])ccc1NCCO)Nc1ccc2c(c1)OCO2
→ -3.4%	-1.0%	-0.7%	-3.2%	-2.3%	.	2.9%
- CC(C)OC(=O)c1cc(NC(=O)c2nn(C)cc2Br)cc(C(=O)OC(C)C)c1
→ 0.4%	-4.7%	-17.2%	-24.1%	3.2%	-3.4%	-9.0%
- Cc1nnc2c3ccccc3c(Cl)nn12
→ -0.5%	12.5%	0.6%	-20.0%	-7.5%	.	4.8%

# Following part
# Second line of a record – KinaseGlo FLuc	aGal spleen mod	IMPase Li cell	NPSR antagonist	Epigenetic reg	LMNA splice mod	CBFb-RUNX1 inh
- NC(=S)NCc1cccnc1
→ .	5.6%	-0.5%	-19.4%	-1.2%	.	3.5%
- Nc1cccc(/C=C/C(=O)O)c1
→ .	-3.4%	.	?	0.8%	.	5.3%
- CCOCCCNC(=O)C(NC(=O)CNC(=O)c1ccccc1)c1ccc(C)cc1 (configuration not stated)
→ -3.0%	4.2%	27.7%[38.3 µM]	7.7%[46.1 µM]	-1.0%	-1.5%	8.3%
- O=c1c(Cl)c(NCc2ccc(F)cc2)cnn1C12CC3CC(CC(C3)C1)C2
→ 5.2%	6.2%	-0.5%	-55.1%	1.1%	-5.4%	-14.0%
- CSCCC(NC(=O)c1ccccc1)C(=O)Nc1ccc(NC(C)=O)cc1 (configuration not stated)
→ -1.6%	-16.8%	-9.6%	8.3%	-1.3%	-6.5%	15.3%
- Cc1ccc(C(=O)N2NC(c3ccc(F)cc3)C3C(=O)N(c4ccc(C)cc4)C(=O)C32)cc1 (configuration not stated)
→ -3.4%	-5.6%	-2.1%	0.7%	-1.4%	6.0%	1.2%[2.36 µM]
- O=C(Nc1nncs1)c1ccccc1Br
→ 0.7%	1.9%	13.4%[38.3 µM]	4.8%[46.1 µM]	0.0%	0.9%	-1.5%
- C=CCc1cc(/C=C2/NC(=S)NC2=O)cc(OC)c1O
→ -2.0%	-3.1%	10.5%[38.3 µM]	-14.8%[46.1 µM]	-1.4%	-29.3%	2.1%
- Cc1csc(NC(=O)CSc2ccc(-c3ccccn3)nn2)n1
→ 3.9%	-6.0%	-5.6%	6.4%	0.1%	.	.
- CC(=O)c1cnc2ncnn2c1C
→ 0.5%	0.7%	2.6%	16.2%	5.0%	-3.4%	12.3%

# Screening results: PubChem BioAssay, National Center for Advancing Translational Sciences (NCATS)
